Screens: PubChem BioAssay, several laboratories
NFkB transloc pot: enhances IL-1B driven NFkB nuclear translocation | 94,000 compounds, 0.3% hits | activation, % at 2 µM | HUVEC IL-1B NFkB p65 nuclear translocation imaging;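 active = activation above 40%, about the mean plus 3 SD, also judged a hit on visual image review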;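 also: percent activation is computed from the nuclear over cytoplasmic p65 intensity ratio; values of inactives mirror those of a sister screen read the other way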
NFkB transloc inh: blocks IL-1B driven NFkB nuclear translocation in HUVEC cells | AID 796 | 94,000 compounds, 0.43% hits | HUVEC IL-1B NFkB p65 nuclear translocation imaging | inhibition, % at 2 µM;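 active = inhibition above about 30% together with a positive call from visual inspection of the well image, limit read from the data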;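 also: nuclear over cytoplasmic p65 intensity ratio measured by imaging; 0% = IL-1B stimulated DMSO wells and 100% = unstimulated DMSO wells; values of inactives mirror those of a sister screen read the other way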
MRP resist rev: reverses drug resistance mediated by MRP. H69AR cells + 2 uM doxorubicin, CellTiter-Glo, 72 h. differential viability (reversal), % at 10 µM. 85,000 compounds, 0.04% hits. AID 602;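 active = viability drop by adding the cancer drug above about 55%, with treated viability meeting a 40% cutoff, limit read from the data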;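 also: viability without doxorubicin minus viability with 2 µM doxorubicin for each compound; larger differential means the compound sensitizes cells more to doxorubicin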
Bcl-B displacement: displacers of TR3 peptide from Bcl-B, primary screen, selectivity assay for Bfl-1 inhibitor project, biochemical, fluorescence polarization; FP displacement of FITC-TR3 peptide from Bcl-B; higher % means a stronger effect; one-dose displacement, % at 20 µM; IC50 in µM for titrated hits; 96,000 compounds, 0.11% hits;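 active = displacement above 50% at 20 µM plus a fluorescence interference ratio under 1.5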;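 also: plate controls were wells without compound for no effect and wells lacking Bcl-B protein for full effect; a part of the inactive calls stands beside numbers as strong as those of hits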
PLAP inhibition: inhibition of human placental alkaline phosphatase – biochemical, luminescence, HTS (AID 690); purified PLAP, luminescent substrate; higher % means a stronger effect; inhibition, % at 20 µM; hits with a dose series show IC50 in µM; 96,000 compounds, 0.08% hits; in the data active = a potency from the dose series; inactive = the rest, 99 in 100 with inhibition below about 30%; also: strong numbers were not always called active
MRP resist rev cytotoxicity: also measured in MRP resist rev; calls as there; viability, %; H69AR cells, CellTiter-Glo, 72 h; measured here: cytotoxicity without doxorubicin
MRP resist rev with doxorubicin: further read-out of MRP resist rev, marked with its call; viability, %; measured here: viability with 2 uM doxorubicin; hits give low values
NFkB transloc inh cell count 2 µM: recorded beside NFkB transloc inh, whose call it bears; cell count; measured here: cells passing quality filter;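 raw number of nuclei counted in each imaged well without normalization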
NFkB transloc pot cell count 2 µM: further read-out of NFkB transloc pot, marked with its call; cell count; measured here: cells passing quality filter
* = called active by the depositor; x = not tested or not shown. This is a subset (hit frequency here may not be typical).

SMILES	NFkB transloc pot	NFkB transloc pot cell count 2 µM	NFkB transloc inh	NFkB transloc inh cell count 2 µM	MRP resist rev	MRP resist rev cytotoxicity	MRP resist rev with doxorubicin	Bcl-B displacement	PLAP inhibition
CCSc1nnnn1-c1ccccc1	16	133	-16	133	9	99	90	-2%	13%
COc1cccc(CN2CC(O)=C(c3nc(-c4ccc(Cl)cc4)cs3)C2=N)c1	5	137	-5	137	x	x	x	-6%	-3%
CCCCNC(=O)c1c[nH]c2ccc(S(=O)(=O)Nc3ccc(OCC)cc3)cc2c1=O	-6	170	6	170	12	104	92	7%	x
CCC(=O)Nc1nnc(SCC(=O)c2ccc3c(c2)Cc2ccccc2-3)s1	5	165	-5	165	x	x	x	-3%	1%
COC(=O)c1sc(NC(=O)c2ccc(OC)cc2OC)nc1C	4	142	-4	142	-3	70	73	x	x
N#CC1=C(N)Oc2cc(Nc3ccccc3)ccc2C1c1ccncc1 (configuration not stated)	2	128	-2	128	-18	14	32	2%	-16%
CC(C)(C)OC(=O)C1C(=O)CC(C)(O)C(C(=O)OC(C)(C)C)C1c1ccco1 (configuration not stated)	14	136	-14	136	19	76	57	x	x
O=C1NC(=S)N/C1=C/c1cccc([N+](=O)[O-])c1O	-3	170	3	170	x	x	x	3%	11%
CS(=O)(=O)N1CCN(c2ccc([N+](=O)[O-])c(NCCN3CCOCC3)c2)CC1	2	113	-2	113	x	x	x	6%	7%
CC(C)[C@H](N)c1nnc(SCC(=O)c2ccc(Cl)cc2)o1	8	164	-8	164	2	89	87	-2%	8%
COc1ccc(Cl)cc1N(CC(=O)Nc1ccc2c(c1)OCCO2)S(C)(=O)=O	6	189	-6	189	-15	63	78	-9%	-61%
COc1ccc(-c2nnn(CC(=O)Nc3sc4c(c3C#N)CCCC4)n2)cc1	7	145	-7	145	-21	7	27	6%	-10%
Cn1c(=O)cc(OCCCC(=O)Nc2ccc3c(c2)OCCO3)c2ccccc21	7	105	-7	105	9	97	88	x	x
O=C(NCc1ccccn1)C1CCN(S(=O)(=O)N2CCCCC2)CC1	23	124	-24	124	1	96	94	3%	10%
Cc1ccc(Cl)cc1N1CCN(S(C)(=O)=O)CC1	-7	132	7	132	-2	93	94	1%	0%
Cc1ccc(-n2nnnc2SCC(=O)c2cc(C)n(-c3cc(C)on3)c2C)c(C)c1	0	190	0	190	-10	83	94	-4%	-20%
O=C1c2ccccc2C(=O)N1CCCc1nc2ccccc2c(=O)n1-c1cccnc1	9	167	-9	167	21	104	83	-7%	-41%
O=c1oc2ccccc2cc1-c1csc(Cc2nc(-c3ccc(Br)cc3)cs2)n1	-8	130	8	130	x	x	x	-14%	4%
O=C(NCc1ccccc1)c1cccc(COc2cccc(Cl)c2)c1	-2	132	2	132	x	x	x	-1%	6%
Cc1cc(=O)n2[nH]cc(C(=O)O)c2n1	1	143	0	143	0	95	94	x	x
CCOC(=O)NC(=O)CN1C(=O)NC(C)(c2ccccc2)C1=O (configuration not stated)	-2	175	2	175	0	95	96	2%	-14%
COc1ccc(NC(=O)/C=C/c2cc(Br)ccc2OC)cc1	9	153	-10	153	x	x	x	2%	-9%
Cc1ccc(NC(=S)NC(=O)c2ccc(-c3ccccc3)cc2)cc1	9	207	-9	207	x	x	x	x	x
COC(Cn1c(C)c(C(C)=O)c(C(C)=O)c1C)OC	-7	173	7	173	18	101	83	5%	-2%
COc1cc(NC(=O)C23CC4CC(C2)CC(n2nnc(C)n2)(C4)C3)c(OC)cc1Cl	9	196	-9	196	-47	59	105	-2%	-2%
Cc1coc(NC(=O)CSc2nc(-c3ccncc3)cc(C(F)(F)F)c2C#N)n1	x	x	x	x	-12	38	50	-3%	5%
COc1ccc(NC(=O)CC2C(=O)N(c3ccc(Cl)cc3)C(=S)N2CCc2ccncc2)cc1 (configuration not stated)	-8	188	8	188	x	x	x	0%	-6%
O=C(c1cc(N2CCCCC2)nc2ccccc12)N1CCOCC1	22	179	-22	179	-7	79	86	-20%	-53%
COC(=O)c1sccc1NC(=O)CSc1ccc(Cl)cc1	x	x	x	x	x	x	x	0%	13%
Cc1nc(CS(=O)(=O)c2ccccc2)cc(Sc2ccc(Cl)cc2Cl)n1	-11	137	11	137	x	x	x	0%	-21%

Record cards, as listed above.
COc1ccc(NC(=O)/C=C/c2cc(Br)ccc2OC)cc1 reads NFkB transloc pot = 9; NFkB transloc pot cell count 2 µM = 153; NFkB transloc inh = -10; NFkB transloc inh cell count 2 µM = 153; MRP resist rev = x; MRP resist rev cytotoxicity = x; MRP resist rev with doxorubicin = x; Bcl-B displacement = 2%; PLAP inhibition = -9%
COc1ccc(NC(=O)CC2C(=O)N(c3ccc(Cl)cc3)C(=S)N2CCc2ccncc2)cc1 (configuration not stated) reads NFkB transloc pot = -8; NFkB transloc pot cell count 2 µM = 188; NFkB transloc inh = 8; NFkB transloc inh cell count 2 µM = 188; MRP resist rev = x; MRP resist rev cytotoxicity = x; MRP resist rev with doxorubicin = x; Bcl-B displacement = 0%; PLAP inhibition = -6%

The list continues.
SMILES	NFkB transloc pot	NFkB transloc pot cell count 2 µM	NFkB transloc inh	NFkB transloc inh cell count 2 µM	MRP resist rev	MRP resist rev cytotoxicity	MRP resist rev with doxorubicin	Bcl-B displacement	PLAP inhibition
COc1cccc(C(=O)n2cnnc2N)c1OC	2	156	-2	156	5	104	99	0%	7%
CCOC(=O)c1cc(NC(=O)C2C3CCC(O3)C2C(=O)O)cc(C(=O)OCC)c1 (configuration not stated)	4	83	-4	83	11	94	83	4%	-13%
COc1cc2cc(CN(CCO)S(=O)(=O)c3ccccc3)c(=O)[nH]c2cc1OC	14	64	-14	64	-9	80	88	2%	9%
CCCn1c(SCC(=O)Nc2ccccc2N2CCOCC2)nc2c1c(=O)n(C)c(=O)n2C	-18	63	18	63	-2	71	73	x	x
Cc1cccc(N(CC(=O)NC2CCCC2)C(=O)CS(=O)CC(=O)Nc2ccc3c(c2)OCO3)c1C (configuration not stated)	25	106	-25	106	5	85	79	x	x
CC1Cc2ccccc2N1C(=O)CSc1nnc2c(n1)[nH]c1ccccc12 (configuration not stated)	18	174	-18	174	4	79	74	4%	-36%
CCN(CCNC(=O)Cn1c(=O)sc2ccccc21)c1ccccc1	4	151	-4	151	-10	78	88	7%	14%
N#CCCn1nnc2ccccc21	3	136	-3	136	5	85	81	1%	2%
Cn1c(Cl)cnc1C1CC(=O)c2cc(Cl)ccc2O1 (configuration not stated)	15	123	-15	123	-1	0	1	-1%	-1%
COc1cc2cc(CN(Cc3cccnc3)C(=O)NCc3ccccc3)c(=O)[nH]c2cc1OC	-1	169	1	169	-9	76	85	-4%	-57%
Cc1ccc(OCC(=O)Nc2sc3c(c2C#N)CCC3)cc1C	-1	174	1	174	x	x	x	3%	5%
CC(=O)/C(=N/Nc1ccccc1)N1CCOCC1	5	117	-5	117	x	x	x	17%	-2%
COc1ccc(CCNC(=O)C(=O)NCC2CCCO2)cc1OC (configuration not stated)	2	123	-2	123	17	102	85	x	x
Cc1cc(OCc2nnc(SCC(=O)OC3CCCCC3)o2)ccc1Cl	2	63	-2	63	x	x	x	-6%	14%
Cc1ccc(N2C(=O)C(Cl)=C(Nc3c(C)n(C)n(-c4ccccc4)c3=O)C2=O)cc1	13	128	-13	128	3	40	38	-1%	-26%
O=c1cc(CN2CCN(c3ccccc3)CC2)c2c(ccc3ccccc32)o1	7	101	-7	101	11	93	82	-74%	-42%
CCOc1ccc(NC(=O)C(C)O)c(NS(=O)(=O)c2ccc(CCNC(C)=O)cc2)c1 (configuration not stated)	-5	162	5	162	5	106	101	-5%	-3%
COc1ccc(Cc2nnc(NC(=O)c3cccc([N+](=O)[O-])c3C)s2)cc1	8	94	-8	94	x	x	x	22%	-10%
O=C(NC(=S)Nc1ccccc1O)c1ccc(-c2ccc(Cl)cc2)o1	3	146	-3	146	x	x	x	-14%	1%
CCN1CCN(CC(=O)Nc2ccccc2)C(=O)C1=O	-4	167	4	167	5	86	81	-7%	21%
Cc1noc(/C=C/N(C)C)c1S(=O)(=O)NC1CCCCC1	7	207	-7	207	8	93	85	-21%	-9%
O=C(c1cnn2c(C(F)(F)F)cc(-c3ccc4c(c3)OCO4)nc12)N1CCCC1	-14	97	14	97	-7	71	78	3%	13%
Fc1cccc(C[n+]2csc3ccccc32)c1	8	163	-8	163	x	x	x	-5%	10%
Oc1ccccc1/C=N/c1c(-c2ccco2)nc2ccccn12	-2	96	2	96	5	60	55	28%	-13%
CC(C)Cc1nnc(NC(=O)CSc2nc(=O)cc(N)n2-c2ccccc2)s1	21	134	-21	134	x	x	x	6%	-26%
Cc1cc(=O)n2nc(N3CCCC3C(=O)NCCCN3CCCCC3)sc2n1 (configuration not stated)	x	x	x	x	-7	102	108	-5%	-5%
O=C(Cn1cnc2c(nnn2-c2ccccc2)c1=O)N1CCOCC1	-3	46	3	46	8	89	81	-4%	-25%
CCOc1ccc(Cn2nnc(C(=O)Nc3ccc(OC)cc3OC)c2N)cc1	x	x	x	x	-23	77	100	-2%	3%
Cc1ccc(-c2cc(C(F)F)n3ncc(C(=O)N4CCN(c5ccccn5)CC4)c3n2)cc1	12	68	-12	68	-6	66	73	0%	-52%
O=S(=O)(c1ccccc1)c1nc(-c2ccco2)oc1NCCCN1CCOCC1	21	165	-21	165	17	96	79	-1%	-27%
COc1ccccc1NC(=O)CSc1nnc(-c2ccoc2C)n1CC1CCCO1 (configuration not stated)	13	165	-13	165	1	83	82	-2%	2%
Cc1cc(C)cc(C(=O)n2cnnc2N)c1	30	147	-30	147	12	105	93	-7%	9%
O=C(NCCc1ccccc1)c1cc(S(=O)(=O)N2CCOCC2)ccc1F	-4	164	4	164	x	x	x	-7%	-45%
COc1cccc(-c2nc(CS(=O)CC(=O)NC3CC3)c(C)o2)c1 (configuration not stated)	x	x	x	x	-3	103	106	-4%	-60%
O=c1cc(N2CCN(Cc3ccccc3)CC2)[nH]c(=O)n1-c1ccc(Br)cc1	16	178	-16	178	-2	88	90	-4%	-67%
CSc1ccccc1NC(=O)CCn1c(=O)sc2ccccc21	0	169	0	169	-13	89	102	-8%	12%
CCOc1cc(C)c(S(=O)(=O)Nc2ccc3cn[nH]c3c2)cc1C	-12	103	12	103	x	x	x	0%	-35%
Cc1ccc(S(=O)(=O)NCCCN2CCOCC2)cc1C	7	115	-7	115	21	94	72	x	x
CCOC(=O)c1nnn(CC(=O)Nc2cccc(Cl)c2C)c1C(=O)OCC	9	73	-9	73	-9	98	107	-6%	6%
CCOC(=O)c1[nH]c(C)c(C(=O)NCCCN2CCOCC2)c1C	-19	85	19	85	15	102	86	-2%	6%
COc1cccc(C(=O)N/N=C2/SCC(=O)N2CCc2ccc(OC)c(OC)c2)c1	-5	85	5	85	x	x	x	1%	5%
COc1ccc(CNC(=O)C2CCCN(S(=O)(=O)c3c(C)n[nH]c3C)C2)cc1 (configuration not stated)	11	176	-11	176	-3	94	97	-11%	-76%
C1=C(CCNc2ncnc3c2cnn3-c2ccccc2)CCCC1	x	x	x	x	0	77	77	-7%	29%
COc1ccc(CCNC(=O)c2ccc(CN3CCOCC3)cc2)cc1	-8	74	8	74	7	93	86	-7%	-23%
Cc1ccc(NS(=O)(=O)c2ccc(C(=O)N3CCN(c4ccccn4)CC3)cc2)cc1	3	186	-3	186	-4	94	98	4%	-50%
Clc1ccc(-n2nnnc2Sc2ncnc3sccc23)cc1	-19	110	19	110	0	2	2	x	x
Cc1ccc2nc(N3CCN(c4cccc(C)c4C)CC3)c3nnnn3c2c1	-15	138	15	138	x	x	x	-10%	-17%
CC1(C)NC(C)(C)C(O)(C(N)=O)C1=O (configuration not stated)	0	145	0	145	-23	74	97	0%	0%
CCOC(=O)c1c(C)c(C(=O)NCc2ccccn2)c(C)n1CC	x	x	x	x	1	94	93	11%	-5%
Cc1sc2nc(CN(Cc3cccs3)C(=O)C3CC3)[nH]c(=O)c2c1C	17	148	-17	148	x	x	x	7%	-25%

As entered above.
NFkB transloc pot with Cc1ccc(N2C(=O)C(Cl)=C(Nc3c(C)n(C)n(-c4ccccc4)c3=O)C2=O)cc1 reads 13
NFkB transloc inh with Cc1sc2nc(CN(Cc3cccs3)C(=O)C3CC3)[nH]c(=O)c2c1C reads -17
